EBV LMP1 NFkB: EBV LMP1-driven NF-kappaB luciferase reporter inhibitors, primary screen, cell-based, luminescence, single point. LMP1-induced NF-kappaB luciferase reporter cells. 350,000 tested, 0.69% active. inhibition, % at 12.5 µM. AID 504558, 2011; in the data active means inhibition above about 41%;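 further: 0% = neutral control wells and 100% = reference inhibitor control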
NOD2 RIPK2 PPI: NOD2-RIPK2 binding disruptors in cells, primary screen, fluorescence, CHO cells, BLA complementation. inhibition, % at 4.98 µM. 360,000 tested, 0.38% active. CCF4 ratio. Receptor-interacting serine/threonine-protein kinase 2 (Homo sapiens), O43353. AID 624267, 2012; in the data active means inhibition above about 21%;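 further: 0% = vehicle only and 100% = reference blocker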
TLR9-MyD88 block: inhibitors of TLR9-MyD88 association in cells, primary screen, cell-based, CHO, BLA complementation, fluorescence | CCF4 FRET ratio | 340,000 tested, 0.21% active | inhibition, % at 4.98 µM;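 active means inhibition above the mean over all tested compounds plus 3 SD, cut at about 21% in these data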;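 further: 0% = DMSO only wells and 100% = clavulanate BLA inhibitor control wells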
NCOA2 inhibitor: inhibition of GAL4-SRC2 driven luciferase reporter, primary screen, SRC2 inhibitor project, cell-based, luminescence; Nuclear receptor coactivator 2 (Homo sapiens), Q15596; HEK293 GAL4-SRC2 luciferase reporter; inhibition, % at 9 µM; 370,000 tested, 0.17% active; AID 651957, 2012;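 active means inhibition above the mean inhibition of all tested compounds plus 3 SD, set per campaign, cut at about 52% in these data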;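 further: 0% = DMSO treated cells and 100% = cells given Gossypol at 36 µM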
MC4R antag cAMP: MC4R antagonists of cAMP signaling, primary screen, cell-based, TR-FRET, antagonist arm of biased-ligand search; MC4R-expressing cells, MTII-stimulated cAMP, LANCE TR-FRET; inhibition, % at 6.5 µM; 360,000 tested, 0.48% active;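 active means inhibition above its plate's cutoff, the mean of tested wells on that plate plus 3 SD, cut at about 29% in these data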;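 further: 0% = Melanotan II alone and 100% = Melanotan II plus saturating MCL0020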
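System: U2OS cells stably expressing human melanocortin 4 receptor (MC4R). Reagent: Melanotan II challenge after compound preincubation. Doses: 6.5 µM. Times: 30-min compound, 1-h challenge, 1-h detection, room temperature. Measured by: TR-FRET with Eu-cAMP and labeled anti-cAMP, 671 nm. Replicates: singlicate.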
SRC3 inh: SRC3 coactivator transcriptional activity inhibitors, primary screen, cell-based, luminescence | inhibition, % at 3.6 µM | AID 588352, 2011 | 360,000 tested, 0.17% active | Nuclear receptor coactivator 3 (Homo sapiens), Q9Y6Q9 | HEK293 GAL4-SRC3 luciferase reporter;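 active means inhibition above a per-campaign cutoff, the mean of all compounds plus 3 SD, cut at about 60% in these data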;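 further: 0% = DMSO-treated cells and 100% = gossypol-treated cells at 36 µM; higher means less SRC3-driven luciferase light from the GAL4 reporter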
SRC1 inh: SRC1 coactivator transcriptional activity inhibitors, primary screen, cell-based, luminescence; Nuclear receptor coactivator 1 (Homo sapiens), Q15788; HEK293 GAL4-SRC1 luciferase reporter; inhibition, % at 3.6 µM; 360,000 tested, 0.12% active; AID 588354, 2011;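 active means inhibition above the campaign mean plus 3 SD, with each screening campaign given its own cutoff, cut at about 60% in these data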;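 further: 0% = DMSO treated cells and 100% = gossypol at 36 µM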
LRH-1 inv ag: LRH-1 (NR5A2) inverse agonists, primary screen, cell-based, luminescence, HEK293T, StAR-luciferase reporter; Nuclear receptor subfamily 5 group A member 2 (Homo sapiens), O00482; LRH-1 transfected, 24 h; inhibition, % at 3.6 µM; 360,000 tested, 0.13% active; AID 602396, 2012;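 active means inhibition above the mean inhibition of all tested compounds plus 3 SD, cut at about 73% in these data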;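 further: 0% = DMSO wells and 100% = reporter-only cells lacking LRH-1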
ABHD5-PLIN5 inh: ABHD5-PLIN5 interaction inhibitors, primary screen, cell lysate, split luciferase complementation, luminescence; Perilipin-5 (Homo sapiens) + 1-acylglycerol-3-phosphate O-acyltransferase ABHD5 (Homo …; Split G. princeps luciferase complementation, 4 h; inhibition, % at 4 µM; 360,000 tested, 0.78% active; AID 602281, 2012;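 active means inhibition above the mean inhibition across every tested compound plus 3 SD, cut at about 22% in these data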;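 further: 0% = DMSO only wells and the 100% control is not disclosed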
Target sequence (Q00G26 whole entry, looked up): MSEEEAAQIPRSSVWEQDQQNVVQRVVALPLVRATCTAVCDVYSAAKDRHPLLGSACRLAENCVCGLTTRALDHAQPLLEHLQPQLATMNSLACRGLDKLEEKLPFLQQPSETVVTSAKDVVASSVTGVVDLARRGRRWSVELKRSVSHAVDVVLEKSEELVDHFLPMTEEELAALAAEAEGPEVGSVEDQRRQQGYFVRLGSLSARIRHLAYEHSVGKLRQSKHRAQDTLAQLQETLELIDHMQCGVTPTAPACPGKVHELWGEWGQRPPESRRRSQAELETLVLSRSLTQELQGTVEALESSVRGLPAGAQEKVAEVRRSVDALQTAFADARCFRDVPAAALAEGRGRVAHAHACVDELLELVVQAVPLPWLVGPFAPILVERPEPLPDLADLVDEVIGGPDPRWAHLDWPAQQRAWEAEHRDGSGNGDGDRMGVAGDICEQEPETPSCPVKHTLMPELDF
Target sequence (Q8WTS1 whole entry, looked up): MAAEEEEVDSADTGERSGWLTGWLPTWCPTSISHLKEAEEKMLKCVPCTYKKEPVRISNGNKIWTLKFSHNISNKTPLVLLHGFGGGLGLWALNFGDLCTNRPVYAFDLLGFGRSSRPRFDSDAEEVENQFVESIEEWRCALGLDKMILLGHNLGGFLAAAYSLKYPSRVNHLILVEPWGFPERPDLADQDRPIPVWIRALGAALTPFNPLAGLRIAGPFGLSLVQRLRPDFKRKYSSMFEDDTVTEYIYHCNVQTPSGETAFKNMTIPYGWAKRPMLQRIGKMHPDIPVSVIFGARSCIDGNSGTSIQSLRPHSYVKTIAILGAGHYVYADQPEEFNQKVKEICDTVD
NR2F2 inh: NR2F2 transcriptional activity inhibitors, primary screen, cell-based, luciferase reporter, HEK293T, luminescence | COUP transcription factor 2 (Homo sapiens), P24468 | AID 686940, 2013 | 370,000 tested, 0.7% active | HEK293T NGFI-A luciferase reporter | inhibition, % at 8.6 µM;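 active means inhibition above a per-plate cutoff, mean inhibition of test wells between control levels plus 3 SD, cut at about 38% in these data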;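 further: cells cotransfected with COUP-TFII expression vector driving the NGFI-A reporter; 0% = median of COUP-TF2 test wells and 100% = reporter-only cells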
MC4R barr agon: MC4R agonists recruiting beta-arrestin, primary screen, cell-based, luminescence, agonist arm of biased-ligand search; Melanocortin receptor 4 (Homo sapiens), P32245; U2OS MC4R beta-arrestin complementation; percent of melanotan II response, DMSO zero; activation, % at 8.9 µM; 360,000 tested, 0.98% active; AID 540308, 2011;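 active means activation above a per-plate cutoff, the mean activation of sample wells on that plate plus 3 SD, cut at about 8% in these data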
An asterisk follows results filed as active; nt = not tested or not shown.

SMILES | EBV LMP1 NFkB | NOD2 RIPK2 PPI | TLR9-MyD88 block | NCOA2 inhibitor | MC4R antag cAMP | SRC3 inh | SRC1 inh | LRH-1 inv ag | ABHD5-PLIN5 inh | NR2F2 inh | MC4R barr agon
CC(=O)c1ccc(Oc2ccc(C(=O)c3ccc(C)c(C)c3)cc2[N+](=O)[O-])cc1 | 20 | -2 | -2 | -27 | 11 | 2 | -4 | 7 | 0 | 3 | -2.0
C/C(CC(O)c1ccc2ccccc2n1)=N/O (configuration not stated) | -2 | -5 | 0 | -14 | -1 | 0 | -4 | 4 | 2 | -5 | -1.5
CCSc1nnc(NC(=O)C2CC2c2ccccc2)s1 (configuration not stated) | 7 | 5 | -5 | -22 | -5 | 10 | -3 | -7 | 1 | 4 | 15*
CC(=O)c1cc2c(cc1NC(=O)Cc1c(C)noc1C)OCO2 | -8 | 3 | 4 | 18 | 3 | 2 | 6 | -4 | -1 | -8 | -1.0
O=C(On1c(-c2ccccc2)nc2ccccc2c1=O)c1ccco1 | 19 | -16 | -4 | 0 | -2 | 14 | -4 | -27 | -3 | 2 | 2.3
O=C(CNc1cccc(F)c1)Nc1cccc(S(=O)(=O)N2CCCCC2)c1 | -5 | 6 | 8 | 6 | 7 | 5 | -4 | -10 | 3 | -16 | -0.9
c1ccc(-c2nc3cnccn3c2Nc2ccc3c(c2)OCCO3)cc1 | -5 | 6 | 2 | -28 | 11 | -4 | -4 | 10 | 3 | 0 | -2.7
CC(C)Cn1cc(Cl)c(=O)n(CC(C)C)c1=O | 12 | -11 | 8 | -22 | -1 | 14 | 13 | 8 | 7 | 9 | 1.6
Cc1cc(C(F)F)nn1CC(=O)NC1C(=O)N2C(C(=O)O)=C(CSc3nnnn3C)CSC12 (configuration not stated) | 0 | -2 | -6 | -14 | 15 | -11 | -1 | 11 | 13 | -6 | -3.2
CCOc1cc(/C=N/Nc2nncc(-c3ccccc3)n2)ccc1O | -4 | 4 | -6 | 3 | -36 | -1 | -33 | -5 | 2 | -12 | -1.5
CC1CCCN(CCC(=O)c2ccccc2)C1 (configuration not stated) | 5 | -1 | 2 | -21 | 8 | 10 | 2 | 0 | 5 | 2 | -1.6
O=C(CSc1nccc(=O)[nH]1)N1CCc2ccccc2C1 | -2 | -11 | 5 | 0 | 6 | 19 | 24 | 20 | -1 | 8 | -0.3
COc1cc(/C=C2/C(=N)N3N=C(C)SC3=NC2=O)ccc1OS(=O)(=O)c1ccc(C)cc1 | 1 | 5 | -12 | -6 | -6 | -14 | 10 | 9 | -3 | -12 | -3.0
CS(=O)(=O)c1ccc(N)cc1 | -1 | 3 | -9 | 11 | 4 | -6 | -10 | 10 | -4 | -8 | 0.2
CN(C)c1ccc(CNS(=O)(=O)c2ccc3c(c2)C(C)(C)C(=O)N3C)cc1 | 0 | 5 | 2 | -24 | 10 | -10 | 4 | -3 | 0 | -1 | -1.1
C/C=C/C(=O)OCC(=O)Nc1cc(OC)c([N+](=O)[O-])cc1C | 2 | -3 | -1 | -33 | 6 | 10 | 6 | -2 | -2 | -16 | -3.1
COc1cc(OC)c(N(C)S(=O)(=O)c2cccc(C(=O)Nc3nnc(C4CC4)s3)c2)cc1Cl | -7 | -8 | 3 | -14 | 2 | 9 | 3 | -10 | -2 | -21 | 0.7
CC(C)(C)c1cc(CCC(=O)NCC2CCCO2)cc(C(C)(C)C)c1O (configuration not stated) | -3 | -3 | 9 | 12 | 1 | 8 | -7 | -33 | -2 | 8 | -0.7
COc1cc2c(ccc3cc(OC)c(OC)c(O)c32)cc1O | 14 | -5 | 1 | 21 | 0 | 36 | 13 | 3 | 2 | -13 | -1.4
CCCCn1c(C(C)NC(=O)CCC)nc2ccccc21 (configuration not stated) | 5 | -1 | 1 | 1 | 17 | 5 | -14 | -3 | 2 | 6 | 0.5
CCOCCCNS(=O)(=O)c1ccccc1 | -3 | 3 | -8 | -4 | 19 | 8 | 3 | -2 | -2 | -4 | 0.1
COc1ccccc1C(=O)Nc1c(C(=O)N(CCN(C)C)Cc2ccco2)oc2ccccc12 | -8 | -3 | 2 | -12 | 2 | 22 | 12 | 16 | 22* | 1 | 0.6
Cc1nn(CC(N)=O)c(=O)c2ccccc12 | 10 | 8 | -4 | 7 | 17 | 9 | 8 | -16 | 6 | -1 | -1.9
COc1ccccc1CCc1nnc(CCC(=O)N(C)Cc2ccncc2C)o1 | 8 | -2 | 13 | -1 | 0 | -1 | 11 | 17 | 6 | 2 | -0.2
Cc1ccc(CSCCNS(=O)(=O)c2ccc(C)cc2)cc1 | 11 | -1 | 1 | 6 | -2 | -4 | -107 | 6 | -10 | -1 | 1.0
C/C(=N/NC(=O)CNC(=O)c1cccnc1)c1ccc([N+](=O)[O-])cc1 | 5 | -6 | 3 | 9 | -1 | 18 | -19 | 16 | -3 | -1 | -3.6
COc1ccccc1CNC(=O)COc1cccnc1[N+](=O)[O-] | 2 | -21 | -4 | -26 | 2 | -6 | 4 | -7 | -3 | 11 | -1.8
O=C(COc1ccccc1[N+](=O)[O-])N/N=C/c1ccc(OC(=O)c2ccco2)cc1 | -16 | 2 | -4 | -22 | -5 | 3 | -8 | 4 | 5 | -20 | -3.0
CCOc1ccc(C(=O)NCC(C)C)cc1 | -25 | -6 | 5 | -70 | -1 | -29 | -70 | -38 | 4 | -13 | -1.1
O=C(Nc1ccc2c(c1)OCO2)c1n[nH]c(=O)c2ccccc12 | -15 | 0 | -4 | -28 | -4 | -61 | -54 | -94 | 6 | -34 | -0.4
O=C(CN1CCN(Cc2ccccc2)CC1)NCCNc1ccc([N+](=O)[O-])cn1 | 1 | 5 | -4 | -12 | -5 | 15 | -8 | -5 | -6 | 4 | -0.2
CN(C(=O)Cn1nc(C(=O)O)c2ccccc2c1=O)C1(C#N)CCCCC1 | 1 | 0 | -3 | 19 | 5 | 10 | -4 | 2 | 8 | 14 | 0.4
COc1ccc(Br)cc1/C=N/NC(=O)c1nc(-c2ccccc2)n2c1CCCCC2 | 3 | -3 | 13 | 5 | 11 | 0 | -2 | 5 | -2 | 9 | -1.7
COc1cc(C(=O)NCCc2ncccc2C)ccc1OC1CCN(C(C)=O)CC1 | 4 | -5 | -1 | -21 | 11 | -3 | 1 | -12 | 3 | -24 | -2.2
COc1ccc(NC(=O)C2CCCN(c3nn4c(=O)cc(C)nc4s3)C2)cc1 (configuration not stated) | -14 | 3 | 5 | 12 | 2 | -23 | 1 | 7 | -7 | 4 | -0.4
O=C1NC[C@H](CCCCN2CCN(Cc3ccccc3)C(=O)C2=O)N(CCC2CCCCC2)C1=O | nt | 1 | nt | 17 | nt | nt | nt | -15 | 6 | 2 | nt
O=C1NC[C@@H](CCCCN2C[C@H](Cc3ccc(O)cc3)N(CCc3ccccc3)C(=O)C2=O)N(Cc2ccccc2)C1=O | nt | 3 | nt | 5 | nt | nt | nt | 14 | 5 | 8 | nt
COc1cc(/C=N/NC(=O)Cc2c[nH]c3ccccc23)cc(OC)c1OC | 0 | -11 | -2 | -23 | 5 | -7 | -13 | -3 | 0 | 2 | 0.1
CCOc1ccc(-c2noc(CCC(N)=O)n2)cc1OCC | 1 | 1 | -5 | -28 | 2 | -2 | -26 | 18 | 4 | -16 | -2.5
CC(C)NC(=O)N(C)C[C@H]1Oc2ccc(NC(=O)Nc3ccc(C(F)(F)F)cc3)cc2C(=O)N([C@H](C)CO)C[C@@H]1C | 2 | -10 | -6 | 1 | -3 | 4 | -3 | 7 | 2 | -6 | -0.6
O=C(Nc1cc(C(F)(F)F)ccc1F)C1CCCC1 | 1 | -5 | -6 | -10 | 7 | -2 | 2 | 0 | 0 | 19 | 1.3
O=C(c1ccccc1)N1CCN(c2ccc([N+](=O)[O-])c(NCc3ccco3)c2)CC1 | 9 | 0 | -22 | -26 | -11 | 19 | -7 | 23 | 13 | -13 | -2.1
Cc1nc2nc(SCc3ccccc3)nn2c(C)c1C | -3 | -2 | 12 | -7 | 14 | -57 | -30 | -46 | 2 | -29 | 1.6
Cc1cc(Br)ccc1OCCn1ccnc1 | -41 | 2 | -4 | -1 | -1 | 3 | -4 | 0 | 1 | 13 | -2.2
CC(C)n1nnnc1SCC(=O)NC1CCCC1 | -2 | 3 | 5 | -18 | 1 | -5 | -31 | 6 | -3 | -14 | -1.0
CCOC(=O)c1sc2cccc(Cl)c2c1N | 0 | -3 | -4 | -28 | 15 | 8 | 2 | 14 | -3 | -15 | 4.0
COc1ccc2c(OC)cc(-c3ccccc3)nc2c1 | -11 | -13 | -2 | -1 | 4 | -4 | -10 | 6 | 2 | 6 | -0.9
CCN(CC)C(=O)[C@H]1CC(CC(=O)NCCc2ccccn2)C(=O)N2CCc3c([nH]c4ccc(OC)cc34)[C@]12C (some centres not stated) | -4 | 5 | -10 | -16 | 0 | -8 | 3 | 1 | -1 | 2 | 0.0
COc1cc(OC)c(C(=O)Nc2ccc(S(=O)(=O)N3CCCCC3)cc2)cc1OC | 0 | 4 | -6 | -23 | 18 | -3 | -11 | -9 | -2 | -3 | -2.5
CN(C(=O)CSc1nc2ccccc2o1)C1CCCCC1 | -34 | -1 | -1 | -40 | 8 | -103 | -103 | -139 | -10 | -25 | -3.5
Cc1ccc(NC(=O)N(C2=NCC(C)S2)c2ccccc2)cc1 (configuration not stated) | -10 | -1 | -1 | -58 | 9 | -41 | -45 | -74 | 3 | -31 | -0.5

Bioassay records as filed in PubChem.

These rows are one share of the data (hit frequency here may not be typical).
